Screens: PubChem BioAssay, National Center for Advancing Translational Sciences (NCATS)
Mm-Cpn inhibitor – inhibitors of Methanococcus maripaludis chaperonin (MmCpn); purified Mm-Cpn ATPase, ADP Transcreener TR-FRET; Potency, µM (top dose mostly 76.9 µM), without a hit: at the highest dose activity, negative = inhibition, most hits filed as inhibitors; 0.031% of 330,000 active; further: potency means the concentration at half of the fitted maximal effect; on the % scale 0 is the no-effect control and ±100 the full control effect; nearly all actives have a fitted effect of over 80% in size
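ATP (10 uM final) was added to archaeal chaperonin (25 nM final) after 10 min exposure to test compound at 37°C; after 30 min further incubation, ADP was detected by competitive TR-FRET.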
WRN helicase inh – blocks human WRN helicase; WRN helicase unwinding, fluorescent forked duplex, kinetic; 0.46% of 360,000 active; Potency, µM (series often up to 114 µM), for the others: at the top dose activity change, negative = inhibition, actives largely listed as inhibitors; further: potency means the concentration at half of the fitted maximal effect; on the % scale 0 is the no-effect control and ±100 the full control effect; nearly all actives have a fitted effect of over 55% in size
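Screening of the MLSMR collection measured strand separation of a quenched forked DNA duplex (100 nM) by 20 nM WRN with 2 mM ATP, all final. Compounds were preincubated with enzyme 15 min at room temperature.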
PI5P4Ka inh – PI5P4K alpha (human) kinase inhibition. PI5P4Kalpha enzyme, ADP-Glo luminescence, 60 min; hits give low values. max response, %. AID 652105. P48426. 1.2% of 330,000 active; active means max response of -50% or lower; inconclusive means between -30% and -50%; inactive means -30% or higher; further: value at the top dose of about 77 µM; on the % scale 0 is the no-effect control and ±100 the full control effect
Target sequence (P48426 whole entry, looked up): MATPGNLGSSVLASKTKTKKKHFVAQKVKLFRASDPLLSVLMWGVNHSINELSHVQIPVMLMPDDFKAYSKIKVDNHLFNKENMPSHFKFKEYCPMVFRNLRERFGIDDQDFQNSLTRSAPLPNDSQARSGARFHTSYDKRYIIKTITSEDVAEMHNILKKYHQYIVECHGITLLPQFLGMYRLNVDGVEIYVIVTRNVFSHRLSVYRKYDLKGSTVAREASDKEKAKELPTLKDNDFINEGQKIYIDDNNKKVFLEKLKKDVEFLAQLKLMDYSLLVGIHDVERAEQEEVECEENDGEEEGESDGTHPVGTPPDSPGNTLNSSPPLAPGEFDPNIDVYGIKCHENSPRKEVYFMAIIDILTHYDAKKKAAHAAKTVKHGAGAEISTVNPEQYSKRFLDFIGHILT
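Compounds were pin-transferred onto PI5P4Kalpha and substrate in HEPES pH 7.4 buffer with EGTA, CHAPS and 5% DMSO. ATP (5 microM final) started the reaction, which ran 60 minutes at room temperature before ADP-Glo detection.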
PLK1 PBD block – inhibitors of human PLK1 polo-box domain binding | 2.8% of 360,000 active | Plk1 PBD binding of FITC phosphopeptide, fluorescence polarization | Potency, µM, inactives show max response, negative = inhibition, usual class: inhibitors | P53350; further: potency means the concentration at half of the fitted maximal effect; series mostly up to about 57 µM; on the % scale 0 is the no-effect control and ±100 the full control effect; nearly all actives have a fitted effect of over 65% in size
Target sequence (P53350 whole entry, looked up, the tested form may be a part): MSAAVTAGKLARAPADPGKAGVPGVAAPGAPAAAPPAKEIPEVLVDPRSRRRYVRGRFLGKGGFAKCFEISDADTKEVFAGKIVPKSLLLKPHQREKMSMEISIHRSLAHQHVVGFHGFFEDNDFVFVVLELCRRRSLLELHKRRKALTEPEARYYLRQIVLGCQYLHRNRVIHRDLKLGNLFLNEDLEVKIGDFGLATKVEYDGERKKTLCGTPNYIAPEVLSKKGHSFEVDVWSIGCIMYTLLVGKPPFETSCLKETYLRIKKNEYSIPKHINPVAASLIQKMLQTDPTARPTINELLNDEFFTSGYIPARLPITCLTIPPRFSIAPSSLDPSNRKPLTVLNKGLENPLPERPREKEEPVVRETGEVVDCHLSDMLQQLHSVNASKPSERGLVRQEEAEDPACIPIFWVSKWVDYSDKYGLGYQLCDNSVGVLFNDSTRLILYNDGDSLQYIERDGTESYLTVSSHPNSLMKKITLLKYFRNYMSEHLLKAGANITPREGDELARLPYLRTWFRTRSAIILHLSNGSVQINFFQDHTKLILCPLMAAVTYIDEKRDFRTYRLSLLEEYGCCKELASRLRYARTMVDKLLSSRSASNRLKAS
EPAC2 antag – blocks human EPAC2 exchange factor; Q8WZA2; EPAC2 GEF exchange of Rap1B-BODIPY-GDP, fluorescence; Potency, µM (titrated, usually from 114 µM), for the others: at the top dose activity, negative = inhibition, hits mostly inhibitors; 0.18% of 360,000 active; AID 720708; further: potency means the concentration at half of the fitted maximal effect; on the % scale 0 is the no-effect control and ±100 the full control effect; nearly all actives have a fitted effect of over 45% in size; many of its hits are not listed in these tables
EPAC1 ag – activates human EPAC1 exchange factor | O95398 | EPAC1 agonist qHTS, biochemical assay; response scale: 100% = response to 6.5 mM cAMP | Potency, µM (doses to about 154 µM), inactives show at the highest dose activation, actives largely listed as activators | 0.073% of 360,000 active | AID 720707; further: potency means the concentration at half of the fitted maximal effect; nearly all actives have a fitted effect of over 60% in size
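Nucleotide exchange by EPAC1 (100 nM) on Rap1B–BODIPY-GDP (250 nM) in the presence of 50 uM GDP is tracked fluorescently at 480/540 nm over 30 min. Signals are normalized to a 6.5 mM cAMP control.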
EPAC1 antag – blocks human EPAC1 exchange factor | 0.14% of 360,000 active | Potency, µM (titrated, usually from 115 µM), without a hit: top-dose activity change, negative = inhibition, actives largely listed as inhibitors | AID 720709 | EPAC1 GEF assay, Rap1b-BODIPY-GDP exchange fluorescence;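 further: potency means the concentration at half of the fitted maximal effect; plate controls were vehicle for no effect and positive control for full effect; nearly all actives have a fitted effect of over 50% in size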
CCT modulator – changes cytosolic chaperonin activity; activity change, % (no concentration beside the values), hits read low; 0.3% of 360,000 active; purified chaperonin ATPase assay, HTRF ADP detection, 30 min; in the data active means activity change below about -30%; further: on the % scale 0 is the no-effect control and ±100 the full control effect
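TRiC at 40 or 20 nM final (batch-dependent) in 30 mM Tris pH 7.4, 100 mM KCl, 5 mM MgCl2, 1 mM DTT, with compound at single 76 uM and 10 uM ATP, 30 min at 37 deg C. ADP detected by HTRF Transcreener, 665/615 ratio.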
* = called active by the depositor; & = joins results of further samples. Unless noted, the call rests on the fitted dose curve; in most records, active means well fitted curve in the direction sought with a large enough effect; inconclusive means small, poorly fitted or top-dose-only effect, or another doubt; inactive means no such curve, though single readings can be large; an effect the other way counts as inactive or inconclusive. The list is partial; rates above refer to the full screens.

`CCOc1ccccc1NC(=O)Cn1c(=O)oc2cc(Cl)ccc21` gave Mm-Cpn inhibitor 2%, WRN helicase inh -8%, PI5P4Ka inh 5, PLK1 PBD block 1%, EPAC2 antag -1%, EPAC1 ag -3%, EPAC1 antag -8% and CCT modulator 2.2.
`CC1CCCN(S(=O)(=O)c2cc(Cl)ccc2Cl)C1` (centres undefined) gave Mm-Cpn inhibitor 0%, WRN helicase inh 1%, PLK1 PBD block -2%, EPAC2 antag -2%, EPAC1 ag 17%, EPAC1 antag -1% and CCT modulator -4.3.
Cc1ccsc1C(=O)OCC(=O)NC1CC1 was read as Mm-Cpn inhibitor 0%, WRN helicase inh -6%, PI5P4Ka inh 0, PLK1 PBD block -2%, EPAC2 antag 11%, EPAC1 ag 0%, EPAC1 antag -9% and CCT modulator 1.4.
Screening COc1ccc(C(=O)Nc2cccc(C(=O)N3CCCCC3)c2)cc1 returned Mm-Cpn inhibitor -7%, WRN helicase inh -19%, PI5P4Ka inh -1, PLK1 PBD block 1%, EPAC2 antag 12%, EPAC1 ag -4%, EPAC1 antag 20% and CCT modulator 1.4.
For Cc1ccc(S(=O)(=O)CCc2ccccn2)cc1 the results were Mm-Cpn inhibitor 2%, WRN helicase inh 3%, PI5P4Ka inh 2, PLK1 PBD block -1%, EPAC2 antag 0%, EPAC1 ag 7%, EPAC1 antag 3% and CCT modulator 2.7.
For Cc1ccsc1/C=C1\SC(N2CC(C)OC(C)C2)=NC1=O (centres undefined) the results were Mm-Cpn inhibitor -2%, WRN helicase inh 3%, PI5P4Ka inh 3, PLK1 PBD block inconclusive, EPAC2 antag -7%, EPAC1 ag -10%, EPAC1 antag -5% and CCT modulator -0.2.
O=C1C(Cl)=C(N2CCCCCC2)C(=O)N1c1ccc(Br)cc1 was read as Mm-Cpn inhibitor 1%, WRN helicase inh -12%, PI5P4Ka inh -2, PLK1 PBD block -18%, EPAC2 antag 5%, EPAC1 ag 25%, EPAC1 antag -13% and CCT modulator -1.1.
`O=C(Cn1cc(C(F)(F)F)ccc1=O)OCC(=O)c1ccc[nH]1` gave Mm-Cpn inhibitor -8%, WRN helicase inh -6%, PI5P4Ka inh -3, PLK1 PBD block -11%, EPAC2 antag -12%, EPAC1 ag 0%, EPAC1 antag -16% and CCT modulator -1.0.
Screening Cc1cc(C2(c3cc(C)c(NC(=O)CN4CCOCC4)c(C)c3)CCCCC2)cc(C)c1NC(=O)CN1CCOCC1 returned Mm-Cpn inhibitor 1%, WRN helicase inh 11%, PI5P4Ka inh 1, PLK1 PBD block -5%, EPAC2 antag -1%, EPAC1 ag -4%, EPAC1 antag -3% and CCT modulator -1.4.
Screening COc1ccccc1N1C(=O)CSC1=S returned Mm-Cpn inhibitor 2%, WRN helicase inh 0%, PI5P4Ka inh 4, PLK1 PBD block -6%, EPAC2 antag -3%, EPAC1 ag 16%, EPAC1 antag -1% and CCT modulator -1.7.
COc1ccc(-c2nc3cc(C)c(Br)c(C)n3c2CC2CCCCC2)cc1OC was read as WRN helicase inh -13%, PI5P4Ka inh 18, PLK1 PBD block -3%, EPAC2 antag -3%, EPAC1 ag 7%, EPAC1 antag -15% and CCT modulator 0.5.
For CC(C)CC1NC(=O)N(CC(=O)Nc2cc(S(=O)(=O)N3CCOCC3)ccc2Cl)C1=O (centres undefined) the results were Mm-Cpn inhibitor -6%, WRN helicase inh -2%, PI5P4Ka inh 4, PLK1 PBD block -4%, EPAC2 antag 2%, EPAC1 ag 1%, EPAC1 antag 8% and CCT modulator -0.3.
`C=CCn1c(SCC(=O)c2c(N)n(C)c(=O)n(C)c2=O)nc2sc(CC)cc2c1=O` gave Mm-Cpn inhibitor 0%, WRN helicase inh -2%, PI5P4Ka inh 2, PLK1 PBD block 0%, EPAC2 antag 10%, EPAC1 ag 2%, EPAC1 antag -21% and CCT modulator 1.3.
For COc1cc(C=NOC(=O)Nc2ccccc2)cc(OC)c1OC the results were WRN helicase inh -7%, PI5P4Ka inh -1, PLK1 PBD block -8%, EPAC2 antag 19%, EPAC1 ag 7%, EPAC1 antag 3% and CCT modulator 0.5.
`C[C@H](CCC(=O)O)[C@H]1CC[C@H]2[C@@H]3[C@H](O)C[C@@H]4C[C@H](O)CC[C@]4(C)[C@H]3C[C@H](O)[C@]12C` gave Mm-Cpn inhibitor 0%&-2%, WRN helicase inh 3%&7%&-1%, PI5P4Ka inh 7&-2&-2, PLK1 PBD block -4%&-1%&0%, EPAC2 antag -3%&-21%&15%, EPAC1 ag -15%&-13%&6%, EPAC1 antag 3%&-7%&-6% and CCT modulator -0.5&-1.8&-1.5.

Of the compounds above, these contain bromine:
O=C1C(Cl)=C(N2CCCCCC2)C(=O)N1c1ccc(Br)cc1 was read as Mm-Cpn inhibitor 1%, WRN helicase inh -12%, PI5P4Ka inh -2, PLK1 PBD block -18%, EPAC2 antag 5%, EPAC1 ag 25%, EPAC1 antag -13% and CCT modulator -1.1.
COc1ccc(-c2nc3cc(C)c(Br)c(C)n3c2CC2CCCCC2)cc1OC was read as WRN helicase inh -13%, PI5P4Ka inh 18, PLK1 PBD block -3%, EPAC2 antag -3%, EPAC1 ag 7%, EPAC1 antag -15% and CCT modulator 0.5.

Next compounds:
`CCN1CCN(CCOc2cccc(Oc3ccccc3)c2)CC1` gave Mm-Cpn inhibitor -4%, WRN helicase inh 0%, PI5P4Ka inh -1, PLK1 PBD block 2%, EPAC2 antag 3%, EPAC1 ag 1%, EPAC1 antag -6% and CCT modulator -1.9.
Screening O=c1cc(O)c2sc3nc(C(F)(F)F)c4c(c3c2[nH]1)CCCCC4 returned Mm-Cpn inhibitor inconclusive, WRN helicase inh -5%, PI5P4Ka inh -24, PLK1 PBD block -11%, EPAC2 antag -9%, EPAC1 ag 7%, EPAC1 antag -4% and CCT modulator -1.3.
For O=C(CCl)N(C/C=C/c1ccccc1)c1ccc2c(c1)OCCO2 the results were Mm-Cpn inhibitor -1%, WRN helicase inh -23%, PI5P4Ka inh -5, PLK1 PBD block -12%, EPAC2 antag inconclusive, EPAC1 ag -1%, EPAC1 antag inconclusive and CCT modulator 3.3.
For CCC(C)[C@H](NC(=O)N1CCCCCC1)C(=O)O (some centres undefined) the results were Mm-Cpn inhibitor 1%, WRN helicase inh 1%, PI5P4Ka inh 4, PLK1 PBD block -37%, EPAC2 antag 2%, EPAC1 ag 8%, EPAC1 antag 5% and CCT modulator 0.0.
Screening Cc1ccc2c(c1)NC(=O)c1cccnc1N2 returned Mm-Cpn inhibitor -6%, WRN helicase inh -1%, PI5P4Ka inh -6, PLK1 PBD block -14%, EPAC2 antag 6%, EPAC1 ag 9%, EPAC1 antag 5% and CCT modulator 1.5.
Cc1ccc(C)c(NC(=O)COC(=O)c2c(-c3ccccc3)noc2C)c1 was read as WRN helicase inh 16%, PI5P4Ka inh 4, PLK1 PBD block 2%, EPAC2 antag 7%, EPAC1 ag -9%, EPAC1 antag 6% and CCT modulator 3.2.
`CCn1c(=O)c(C(=O)NCc2ccccn2)c(O)c2ccccc21` gave Mm-Cpn inhibitor -4%, WRN helicase inh -6%, PI5P4Ka inh 1, PLK1 PBD block 0%, EPAC2 antag -7%, EPAC1 ag 5%, EPAC1 antag -17% and CCT modulator -0.4.
`N/N=C(\c1ccccc1)c1cc(Br)ccc1N` gave Mm-Cpn inhibitor 1%, WRN helicase inh -6%, PI5P4Ka inh 12, PLK1 PBD block -5%, EPAC2 antag 0%, EPAC1 ag 7%, EPAC1 antag -17% and CCT modulator -0.6.
CC(=O)c1ccc(NC(=S)NC2CCCC(C)C2C)cc1 (centres undefined) was read as Mm-Cpn inhibitor -1%, WRN helicase inh -5%, PI5P4Ka inh 0, PLK1 PBD block -4%, EPAC2 antag -18%, EPAC1 ag 7%, EPAC1 antag -6% and CCT modulator -0.4.
CCN(C[C@H]1N[C@@](C)(C(=O)OC)[C@H]2C(=O)N(Cc3ccccc3)C(=O)[C@@H]12)C(=O)c1ccc(F)cc1 was read as Mm-Cpn inhibitor -1%, WRN helicase inh -8%, PI5P4Ka inh 6, PLK1 PBD block -4%, EPAC2 antag -1%, EPAC1 ag -7%, EPAC1 antag -7% and CCT modulator -34*.
Screening COc1cc(C(=O)Nc2ccc(C)cn2)ccc1OCC(=O)N1CCOCC1 returned Mm-Cpn inhibitor 0%, WRN helicase inh -5%, PI5P4Ka inh -1, PLK1 PBD block -1%, EPAC2 antag 3%, EPAC1 ag 4%, EPAC1 antag 5% and CCT modulator 0.8.
CCn1c(CC(=O)Nc2ccc(C)cc2)nnc1SCC(=O)N1CCOCC1 was read as Mm-Cpn inhibitor 2%, WRN helicase inh 5%, PI5P4Ka inh 5, PLK1 PBD block 0%, EPAC2 antag 7%, EPAC1 ag -2%, EPAC1 antag 8% and CCT modulator -2.1.
`N/C(=N\OC(=O)c1ccc(Cl)cc1)c1cccnc1` gave Mm-Cpn inhibitor -1%, WRN helicase inh 3%, PI5P4Ka inh -6, PLK1 PBD block -5%, EPAC2 antag -3%, EPAC1 ag -3%, EPAC1 antag 0% and CCT modulator -0.5.
O=C(c1ccc(Cl)cc1)c1ccc(OCC(O)CN2CCOCC2)cc1 (centres undefined) was read as Mm-Cpn inhibitor 0%, WRN helicase inh -7%, PI5P4Ka inh 8, PLK1 PBD block -8%, EPAC2 antag -7%, EPAC1 ag 1%, EPAC1 antag 10% and CCT modulator 0.8.
Screening O=C(CCc1ccccc1)NC1CCS(=O)(=O)C1 (centres undefined) returned Mm-Cpn inhibitor 0%, WRN helicase inh -28%, PI5P4Ka inh 5, PLK1 PBD block -19%, EPAC2 antag -5%, EPAC1 ag 9%, EPAC1 antag -13% and CCT modulator -6.1.
`O=C(CCc1c[nH]c2ccccc12)NCCc1ccc(Cl)cc1` gave Mm-Cpn inhibitor 2%, WRN helicase inh -4%, PI5P4Ka inh 1, PLK1 PBD block -6%, EPAC2 antag -11%, EPAC1 ag 6%, EPAC1 antag 1% and CCT modulator -2.6.
`COc1ccc(-c2cn3cccnc3n2)cc1NC(=O)C(C)Oc1ccccc1` (centres undefined) gave Mm-Cpn inhibitor -2%, WRN helicase inh -8%, PI5P4Ka inh 1, PLK1 PBD block -10%, EPAC2 antag -24%, EPAC1 ag 14%, EPAC1 antag -30% and CCT modulator -0.3.
